AI-2 QS mod: Vibrio harveyi AI-2 quorum sensing modulation. Vibrio harveyi JMH597 AI-2 luminescence/OD600 ratio, 9 h; stronger effect = lower value; strain lacks LuxN and CqsS sensors; 0 = neutral-control median. activity change, % at 7.5 µM. 0.4% of 300,000 active. AID 2094; in the data active = activity change below about -75%, passing the limit was not always enough;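 also: luminescence divided by OD600 gain over 9 h not by final OD600 alone; inactives centre near 13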
GSK3A inh: blocks human GSK-3 alpha kinase. P49840. ADP-Glo luminescence, 60 min. inhibition, % at 10 µM. 0.1% of 320,000 active. AID 2650;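 in the data active = inhibition above about 50%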;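 also: GST-tagged GSK-3 alpha with peptide substrate and 25 µM ATP; 0% = DMSO neutral wells and 100% = GW8510 positive control wells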
Target sequence (P49840 whole entry, looked up): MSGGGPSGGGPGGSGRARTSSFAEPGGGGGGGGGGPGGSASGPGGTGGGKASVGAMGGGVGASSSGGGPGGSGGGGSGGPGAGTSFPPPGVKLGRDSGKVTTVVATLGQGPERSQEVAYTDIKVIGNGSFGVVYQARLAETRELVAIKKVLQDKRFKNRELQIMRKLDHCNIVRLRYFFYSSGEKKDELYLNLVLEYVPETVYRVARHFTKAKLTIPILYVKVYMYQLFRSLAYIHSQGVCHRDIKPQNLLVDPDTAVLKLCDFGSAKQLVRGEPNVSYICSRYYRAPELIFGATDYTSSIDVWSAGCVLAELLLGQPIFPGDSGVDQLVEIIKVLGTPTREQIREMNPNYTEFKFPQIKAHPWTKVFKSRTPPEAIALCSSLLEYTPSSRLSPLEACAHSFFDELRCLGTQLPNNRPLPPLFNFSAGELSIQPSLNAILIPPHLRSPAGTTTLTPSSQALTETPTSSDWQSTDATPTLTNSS
aSyn UTR inh: 5' untranslated region of α-synuclein, MLPCN primary screen. inhibition, % (tested at 7.5 µM). 0.82% of 300,000 active. alpha-synuclein 5'UTR reporter, inhibitor activity. AID 1813; in the data active = inhibition above about 60%;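 also: H4 neuroglioblastoma cells stably carrying SNCA 5'UTR luciferase fusion; 0% = DMSO wells and 100% = positive control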
IEC-6 tox: IEC-6 cytotoxicity, counter-screen for KLF5 inhibitors | luminescence viability | inhibition, % at 5 µM | 0.78% of 290,000 active | AID 1825; in the data active = inhibition above about 22%;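 also: 0% = plate median of test compound wells and 100% = cytotoxic reference compound wells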
HSF-1 act: increases HSF-1 driven luciferase reporter signal; NIH3T3-HGL HSF-1 luciferase reporter, MG132, 8 h; 100% = twice DMSO control signal; AID 504408; activation, % at 9 µM; 1.7% of 300,000 active;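 active = mean replicate activation of at least 50% with a set share of replicates each reaching 50%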;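 also: 0% = median of the neutral control wells and 100% = twice that signal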
HSP90 inh: inhibitors of HSP90 luciferase refolding in rabbit reticulocyte lysate. luciferase refolding luminescence, 3 h. inhibition, % at 5.6 µM. 0.91% of 290,000 active;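 active = inhibition above the screen-wide mean plus 3 SD, computed separately per campaign, cut at about 16% in these data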;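 also: 0% = DMSO wells and 100% = 60 µM geldanamycin wells; inhibitors lower the luminescence because luciferase stays unfolded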
HIF act: HIF pathway transcriptional activation; U2OS HRE-luciferase reporter, luminescence; normalized: DMSO 0%, desferrioxamine 100%; activation, % at 7.5 µM (by protocol); 0.32% of 300,000 active;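 active = mean activation of at least 10% of the iron chelator positive control signal, with at least half of replicates also reaching 10%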
GSK3beta inhib: human GSK3beta kinase inhibition | GST-GSK3beta kinase, ADP-Glo luminescence, 60 min; stronger effect = lower value | AID 2097 | 0.038% of 300,000 active | activity score (negative = inhibition), % at 10 µM | P49841;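 active = more than half of replicate wells score below -50%, meaning over 50% inhibition versus plate controls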;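 also: 0% = median DMSO wells and -100% = median GW8510 positive control wells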
Target sequence (P49841 whole entry, looked up): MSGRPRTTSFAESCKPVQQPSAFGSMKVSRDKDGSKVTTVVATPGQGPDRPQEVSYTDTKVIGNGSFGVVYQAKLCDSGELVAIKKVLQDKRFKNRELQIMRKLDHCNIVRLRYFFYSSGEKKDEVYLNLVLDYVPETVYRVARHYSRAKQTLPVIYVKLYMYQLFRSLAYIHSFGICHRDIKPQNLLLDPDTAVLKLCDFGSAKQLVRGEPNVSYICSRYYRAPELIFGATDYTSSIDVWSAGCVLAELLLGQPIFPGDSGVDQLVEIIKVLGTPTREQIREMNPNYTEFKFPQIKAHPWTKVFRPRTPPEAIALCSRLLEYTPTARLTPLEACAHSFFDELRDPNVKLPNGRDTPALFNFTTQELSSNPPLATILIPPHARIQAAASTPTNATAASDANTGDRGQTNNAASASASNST
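Test system: GST-fused GSK3beta enzyme, cell-free | Quantity: 1.6 ng GST-GSK3beta enzyme per well | Reagent: 25 µM ATP with peptide substrate | Schedule: 60 min enzyme reaction, room temperature | Signal: Luminescent ADP-Glo measurement of ADP formed | Read-out basis: Score relative to plate controls | Control set: DMSO and 20 µM GW8510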
KLF5 inhibitor: kruppel-like factor 5 inhibition; DLD-1 KLF5 promoter-luciferase reporter, luminescence; inhibition, % at 5 µM; 0.23% of 290,000 active;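 active = inhibition above a per-plate limit of that plate's mean compound inhibition plus 3 SD, cut at about 60% in these data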;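 also: 0% = DMSO wells and 100% = LY294002 at 200 µM; higher means less KLF5 promoter-driven luciferase light; inactives centre near -14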
HSF1 inh: HSF1 inhibition. 0.77% of 300,000 active. activity change, negative = inhibition, % at 7.5 µM (by protocol). AID 2098. NIH3T3-HGL HSE-luciferase, MG132-induced, luminescence 8 h; stronger effect = lower value;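 active = more than half of replicate wells show activity change below -50%, luminescence cut by over half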;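 also: luciferase reports HSF-1 transcriptional activity via heat shock element; 0% = median of DMSO wells and -100% = zero luminescence signal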
The depositor's hits bear a star; . = no result given. Outcome played no part in choosing rows, and some 4.7% of all compounds hit somewhere here.

SMILES	AI-2 QS mod	GSK3A inh	aSyn UTR inh	IEC-6 tox	HSF-1 act	HSP90 inh	HIF act	GSK3beta inhib	KLF5 inhibitor	HSF1 inh
O=C(CSCC(=O)N1CCCCC1)Nc1nc(-c2ccc(Cl)s2)cs1	-5	-1	-118	-6	7	0	1.6	2	-5	0
Cc1c(C(=O)Nc2cc(F)ccc2F)sc2nc3n(c(=O)c12)CCCCC3	25	0	-118	2	13	-5	3.6	-1	-149	13
C/C(=N\Nc1ccccc1C)c1cccnc1	27	-2	-6	-2	-4	-4	1.3	0	-41	6
O=C(NNS(=O)(=O)c1ccccc1[N+](=O)[O-])c1ccccc1Cl	3	-3	-2	0	6	1	-0.5	1	-32	-1
O=C1CC(NS(=O)(=O)c2ccc([N+](=O)[O-])cc2)CN1c1cccc(F)c1 (stereo unspecified)	5	0	24	.	0	.	0.8	2	.	-1
Cc1noc(C)c1C(=O)NNc1ccc(C(C)C)cc1	24	2	4	-4	22	2	0.1	2	-6	-4
COC(=O)c1ccc(NC(=O)CN2CCC(NC(=O)c3ccco3)CC2)cc1	23	0	2	-1	3	-3	-0.3	4	13	-4
COc1ccccc1OCc1cc(C(=O)N2CC3C[C@@H]4CC2C[C@H](C3)C4)no1	-17	-1	-120	-3	38	-3	3.3	1	-142	37
CCCCCCC(=O)Nc1nc(C)c(-c2csc(Nc3cc(OC)ccc3OC)n2)s1	3	-3	29	-1	-54	-2	0.9	2	-5	-39
O=C(NCCC1CCCCN1S(=O)(=O)c1ccccc1)C(=O)NCc1ccc(F)cc1 (stereo unspecified)	25	-1	22	.	1	.	0.2	1	.	-5
Cc1ccnc(NS(=O)(=O)c2ccc(NC(=O)/C=C/c3cccs3)cc2)n1	4	.	2	8	8	3	-0.3	5	0	-11
Cc1cc(C)n(-c2cc(Cl)ccc2[N+](=O)[O-])n1	14	1	12	3	-4	2	0.6	-4	-15	4
COc1ccc(NC(=O)c2sc3nc(C)cc(C)c3c2N)c(OC)c1	24	-2	-4	.	2	.	0.1	4	.	2
Cc1ccc(Cl)cc1NC(=O)C1CCCCC1C(=O)O (stereo unspecified)	-4	-5	5	-2	-4	-2	-0.2	4	3	-8
COCCNC(=O)CN1C(=O)COc2ccc(Cl)cc21	8	-1	13	1	3	6	-0.2	4	1	1
CCOn1c(=O)c(C)[n+]([O-])c2ccccc21	16	0	13	2	-7	-1	-0.2	3	-47	-1
COc1ccc(Cl)cc1Nc1nc(N)c2ccccc2n1	9	2	-103	-3	19	-4	5.9	-1	-20	18
Cc1cccc(C(=O)O/N=C(\N)c2cccc([N+](=O)[O-])c2)c1	6	1	-157	4	46	-1	3.7	4	-3	39
Cc1ccc(C(=O)OCC(=O)NC(C)C)cc1S(=O)(=O)N1CCOCC1	22	-2	-17	-1	1	-1	2.0	-3	-13	-10
COc1cc(C2C(C(=O)c3cccs3)=C(O)C(=O)N2Cc2ccco2)cc(OC)c1OC (stereo unspecified)	8	.	11	-2	10	2	-0.1	3	-6	13
COc1ccc(-n2c(=O)c(CCC(=O)N3CCN(c4ccccc4O)CC3)nc3ccccc32)cc1	8	-2	24	.	-20	.	0.2	2	.	-3
COc1ccc(CNC(=O)CN(C(=O)c2snc(C(N)=O)c2N)c2ccc(OC)c(OC)c2)cc1	-8	-2	-12	-1	28	1	0.4	-2	-10	11
CCOc1ccc(NC(=O)C2CCCN(S(=O)(=O)c3c(C)n[nH]c3C)C2)cc1 (stereo unspecified)	28	-1	4	2	5	2	0.1	0	-15	2
COc1ccc(S(=O)(=O)N2CCC(C(=O)NCCC3=CCCCC3)CC2)cc1OC	5	1	41	-7	6	-1	-0.2	1	-34	-1

Pulled by structure from the entries so far (3):
SMILES	AI-2 QS mod	GSK3A inh	aSyn UTR inh	IEC-6 tox	HSF-1 act	HSP90 inh	HIF act	GSK3beta inhib	KLF5 inhibitor	HSF1 inh
Cc1ccc(Cl)cc1NC(=O)C1CCCCC1C(=O)O (stereo unspecified)	-4	-5	5	-2	-4	-2	-0.2	4	3	-8
COc1ccc(-n2c(=O)c(CCC(=O)N3CCN(c4ccccc4O)CC3)nc3ccccc32)cc1	8	-2	24	.	-20	.	0.2	2	.	-3
Cc1ccc(C(=O)OCC(=O)NC(C)C)cc1S(=O)(=O)N1CCOCC1	22	-2	-17	-1	1	-1	2.0	-3	-13	-10

Further entries:
SMILES	AI-2 QS mod	GSK3A inh	aSyn UTR inh	IEC-6 tox	HSF-1 act	HSP90 inh	HIF act	GSK3beta inhib	KLF5 inhibitor	HSF1 inh
Cc1nn(C)c(Oc2ccc(Cl)cc2)c1C(=O)Nc1ccc(F)cc1F	7	0	0	-1	5	1	-0.4	4	-6	0
CC(C)[C@H](NC(=O)OC(C)(C)C)c1nnc(S(=O)(=O)Cc2c(F)cccc2Cl)o1	20	-4	-17	.	46	.	-0.8	-2	.	37
O=C1c2ccccc2C2NC(=O)C3(CCCCC3)N12 (stereo unspecified)	6	-2	10	-1	9	-3	0.9	0	-26	4
CC(=O)Nc1ccc(S(=O)(=O)NCc2ccncc2)cc1	8	0	-8	-4	0	4	0.0	-3	-3	4
CC1=C(/C=C/C(C)=C/C=C/C(C)=C/CO)C(C)(C)CCC1	17	-3	5	.	4	.	-0.1	-3	.	-5
CC(C)CN(C(=O)c1ccc(=O)n(C)n1)c1nc2ccccc2s1	2	-2	-109	0	24	-1	-0.6	1	-27	17
COC(=O)CNC(=O)c1cccc(-c2ccc(OC)cc2)c1	1	0	-46	5	-10	4	0.2	-24	-38	-5
COc1ccccc1C(=O)OCC(=O)NC1CCCC1	-10	0	-29	-2	24	0	0.6	-5	-30	6
NC(N)=Nc1nc(-c2ccccc2)c2cc(F)ccc2n1	11	8	5	17	0	7	-0.1	-5	-4	-2
O=C(c1cc(F)ccc1F)N1CCC(N2CCC(C(=O)N3CCCC3)CC2)CC1	26	0	-13	1	-1	0	1.6	1	-1	-3
CCOc1ccc(CCNC(=O)c2cc3ccccn3n2)cc1OCC	10	1	-6	6	14	3	0.1	2	0	-1
CCC(C(=O)OC)n1cnc2c(nnn2-c2ccc(F)cc2)c1=O (stereo unspecified)	36	-2	18	-10	-3	-1	0.6	-1	-19	4
COc1ccccc1N1CCN(C(=O)CCc2nnc3ccc(N4CCC(C)CC4)nn23)CC1	17	11	43	6	-1	-7	0.0	-3	-21	-1
Cc1ccc(CSc2ncnc3c2cnn3-c2ccc(C)cc2)cc1	-10	0	-93	-2	12	4	-0.5	1	-65	15
COc1ccc(N2CCN(C(CNC(=O)c3ccc4c(c3)OCO4)c3cccnc3)CC2)cc1 (stereo unspecified)	12	3	-12	2	10	1	-0.3	0	-4	-4
COc1ccc(NC(=O)N2c3ccccc3C(C)=CC2(C)C)cc1	1	-1	-47	3	3	4	0.7	0	-42	0
O=C(Nc1ccccc1)c1cc2ccccc2o1	20	0	-112	4	47	13	0.4	-1	-193	19
COc1ccc(CNC(=O)[C@@H](NC(=O)C2CCN(C(=O)[C@@H](N)CCSC)CC2)C(C)C)cc1	18	-1	13	-2	12	-1	-0.2	4	-16	16
CC(=O)N1CC(C)c2scc(C)[n+]2-c2ccccc21 (stereo unspecified)	13	0	4	5	7	1	0.4	3	14	6
O=C(Nc1cccc(Cl)c1)Nc1ccnc(-c2cccnc2)n1	13	19	25	-10	9	1	-0.3	-29	-8	1
CCc1nnc(NC(=O)Nc2ccc(Cl)cc2)s1	9	-2	-66	0	-25	2	4.4	1	-30	-1
Cc1ccc(C(=O)N/C(=C\c2ccc(Br)cc2)c2nc(=S)[nH][nH]2)cc1	22	0	-31	-4	-75	4	0.4	1	-21	-69*
Cc1cc(NC(=O)CNCC(c2ccccc2)N(C)C)c([N+](=O)[O-])cc1C (stereo unspecified)	8	1	0	6	37	0	2.8	1	17	17
O=c1cc(-c2ccc(O)c(O)c2)oc2cc(O)cc(O)c12	17	27	-207	.	-4	.	4.8	-35	.	0
O=C(CNC(=O)c1ccc(Cl)cc1)NCCCn1ccnc1	7	-3	-10	0	32	-2	-0.1	-5	-3	-4
COc1cccc(CN2CC(C(=O)NCCOc3cccnc3)CCC2=O)c1 (stereo unspecified)	1	.	-1	3	-19	2	0.0	0	-1	-6
CCN(CC(=O)NCc1cccs1)C(=O)c1cccc(S(=O)(=O)Nc2ccc(C)cc2)c1	14	-1	22	.	4	.	-1.8	-2	.	2
O=[N+]([O-])c1ccc(/C=N/n2c(-c3cccnc3)n[nH]c2=S)cc1	15	-2	-15	-2	18	-1	-0.4	1	-22	-7
Cc1cc(=O)[nH]c(-c2ccccc2O)n1	6	-1	0	-3	-5	-5	-0.2	-4	-14	-10
O=C(Nc1nnc(C2CC2)s1)C1Cc2ccccc2CN1S(=O)(=O)c1ccccc1F (stereo unspecified)	0	-4	-178	5	22	0	2.2	-1	-39	13
COc1ccc(C(=O)NC(=S)Nc2cccnc2)cc1Cl	14	-1	-51	0	17	-3	0.8	4	-37	20
CNc1ccc(OC(F)F)cc1C(=O)c1ccccc1	14	-3	22	0	6	1	.	2	-12	1
CCCOC(=O)CCCCC1SCC(NC(=O)OC)C1NC(=O)OC (stereo unspecified)	22	1	4	4	16	7	.	-1	30	-2
Cc1ccc(-n2c(=O)cc(N3CC(C)OC(C)C3)[nH]c2=O)cc1 (stereo unspecified)	11	-2	15	-1	-1	2	-0.2	0	-31	-4
CCc1c(C(=O)N2CCN(c3ccccc3F)CC2)[nH]c(C)c1C(C)=O	2	13	19	2	3	5	-1.0	0	-3	-2
Cc1c(C(=O)NCCNc2ncc(C(F)(F)F)cc2Cl)cccc1[N+](=O)[O-]	3	0	19	0	13	1	-0.6	6	-19	5
CCOC(=O)N1CCN(C(=O)CSc2nnc(-c3ccccc3OC)o2)CC1	-2	-5	-21	2	-8	2	0.4	-1	-24	-8
CN(C)CC1CCCCC1OC(=O)/C=C/c1ccccc1 (stereo unspecified)	9	3	10	-8	3	0	0.7	0	-12	0
Cn1cc(/C=C/C(=O)N2CCCC(C(=O)c3cccc(C(F)(F)F)c3)C2)cn1 (stereo unspecified)	16	-1	11	6	9	2	-0.1	3	-48	0
Cc1cccc(-n2c(N)c(C(=O)N3CCN(C)CC3)sc2=S)c1	19	-2	3	-2	5	8	-0.3	0	-12	-7
Oc1ccc(C[C@@H]2CNCCN2CCc2cc(C(F)(F)F)cc(C(F)(F)F)c2)cc1	6	9	-21	.	1	.	1.8	-3	.	6
CCC(=O)Nc1ccccc1C(=O)OC(c1ccccc1)c1ccccc1	-1	1	22	-9	19	3	-0.6	1	-12	8
CCCc1c(C(=O)N/N=C/c2sccc2C)nnn1-c1nonc1N	9	-2	7	2	-5	0	-0.7	0	-12	1
CC(CCc1ccccc1)NCC#N (stereo unspecified)	36	-3	12	2	-4	0	-0.4	7	-39	1
OC1(c2ccccc2F)CCN(Cc2nnnn2Cc2ccc(F)cc2)CC1	37	-3	-7	-6	-1	-2	-0.7	-5	1	2
Cc1ccc(NS(=O)(=O)c2ccc(C(=O)NCc3ccncc3)cc2)cc1	7	-3	15	.	-5	.	-0.2	4	.	-6
CCOC(=O)c1ccc(NC(=O)CSc2nnc(C3CC3)n2C)cc1	22	-2	-18	-1	1	4	-4.2	1	-50	8
Cc1ccc(-c2csc3nc[nH]c(=S)c23)cc1	-32	6	-8	-3	-2	-5	-0.1	-4	-5	5
